From PubChem
GLP1R cytotox: cytotoxicity counter-screen for GLP-1 receptor inverse agonists. HEK293 cAMP-luciferase reporter cells, luminescence, 24 h. Potency, µM (highest dose often 38.3 µM), for inactives: at the highest dose activity change, negative = inhibition, usual class: inhibitors. 410,000 compounds, 0.13% hits. AID 624418;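 further: loss of luciferase light is scored as toxicity; potency means the concentration at half of the fitted maximal effect; on the % scale 0 is the no-effect control and ±100 the full control effect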
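Cells in DMEM/10% Nu serum/1% pen-strep, 1536-well format. Pre-incubated 12 h, dosed with 23 nL compound, incubated a further 24 h. Luciferase detection, 12 min at room temp, luminescence.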
PTHR1 agonist: agonists of human PTHR1 parathyroid hormone receptor; HEK293 GP2 PTHR1 cells, GloSensor cAMP luminescence, 1 h; Potency, µM (doses to about 115 µM), for the others: at the highest dose activation, actives largely listed as activators; Q03431; 410,000 compounds, 0.075% hits; further: potency means the concentration at half of the fitted maximal effect; nearly all actives have a fitted effect of over 55% in size; some results filed as inactive show a strong effect at the top dose; inactives centre near -15; many of its hits are not listed in these tables
Target sequence (Q03431 whole entry, looked up): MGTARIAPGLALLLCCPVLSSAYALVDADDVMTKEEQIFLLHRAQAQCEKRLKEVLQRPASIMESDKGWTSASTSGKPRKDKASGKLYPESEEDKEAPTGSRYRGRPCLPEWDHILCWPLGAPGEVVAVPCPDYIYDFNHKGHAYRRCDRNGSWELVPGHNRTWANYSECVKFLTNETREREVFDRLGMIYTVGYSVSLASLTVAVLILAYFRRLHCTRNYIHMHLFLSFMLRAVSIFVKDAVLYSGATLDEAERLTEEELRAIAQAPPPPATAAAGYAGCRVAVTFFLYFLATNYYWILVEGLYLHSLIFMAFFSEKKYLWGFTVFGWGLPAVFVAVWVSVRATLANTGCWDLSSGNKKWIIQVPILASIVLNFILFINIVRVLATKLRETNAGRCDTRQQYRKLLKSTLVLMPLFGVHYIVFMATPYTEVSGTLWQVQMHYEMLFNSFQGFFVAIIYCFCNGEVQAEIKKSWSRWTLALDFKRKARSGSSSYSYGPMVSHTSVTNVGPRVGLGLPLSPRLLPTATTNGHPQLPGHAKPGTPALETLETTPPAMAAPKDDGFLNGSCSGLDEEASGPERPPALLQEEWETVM
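HEK-293-derived GP2 cells expressing PTHR1 and a GloSensor cAMP reporter, 3,000/well, plated overnight, given luciferin plus IBMX (each 0.5 mM as added) for 1 h at 37 °C, then compound for 1 h at 37 °C. Luminescence was read after 15 min at room temperature.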
Abeta yeast res: A-beta toxicity reversal in yeast; yeast expressing A-beta42, growth rescue, OD600, 48 h; response scale: 0% DMSO, 100% iron-clioquinol control; Potency, µM (series often up to 46.1 µM), without a hit: at the highest dose growth rescue, most hits filed as activators; 410,000 compounds, 0.063% hits; AID 1347071; further: potency means the concentration at half of the fitted maximal effect; nearly all actives have a fitted effect of over 55% in size
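Yeast growth medium received pinned compounds, then yeast cells expressing toxic A-beta were added; plates incubated at 30 C for 48 hr. Growth read as absorbance at 600 nm, normalized to DMSO and equimolar FeCl3 plus clioquinol controls.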
FUS suppressor: FUS proteinopathy suppression in yeast. 390,000 compounds, 0.24% hits. Potency, µM (doses to about 76.6 µM), inactives show at the top dose growth rescue (activation), actives largely listed as activators. S. cerevisiae FUS-expressing, growth rescue, OD600, 24 h;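 further: potency means the concentration at half of the fitted maximal effect; plate controls were DMSO vehicle for no effect and reference control for full effect; nearly all actives have a fitted effect of over 55% in size; some results filed as inactive show a strong effect at the top dose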
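Compound concentration series was pinned onto galactose-induced FUS-expressing yeast seeded at OD 0.005. Plates sat 24hr at 30C; absorbance at 600 nm gave growth. DMSO served as background control.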
GLP-1R inv ag: inverse agonists of human GLP-1 receptor | P43220 | HEK293 GLP-1R CRE-luciferase, luminescence, 24 h; GLP-1R form is constitutively active | Potency, µM (highest dose often 38.3 µM), for the others: at the highest dose activity change, negative = inhibition, usual class: inhibitors | 410,000 compounds, 1.6% hits; further: potency means the concentration at half of the fitted maximal effect; on the % scale 0 is the no-effect control and ±100 the full control effect; nearly all actives have a fitted effect of over 55% in size
Target sequence (P43220 whole entry, looked up): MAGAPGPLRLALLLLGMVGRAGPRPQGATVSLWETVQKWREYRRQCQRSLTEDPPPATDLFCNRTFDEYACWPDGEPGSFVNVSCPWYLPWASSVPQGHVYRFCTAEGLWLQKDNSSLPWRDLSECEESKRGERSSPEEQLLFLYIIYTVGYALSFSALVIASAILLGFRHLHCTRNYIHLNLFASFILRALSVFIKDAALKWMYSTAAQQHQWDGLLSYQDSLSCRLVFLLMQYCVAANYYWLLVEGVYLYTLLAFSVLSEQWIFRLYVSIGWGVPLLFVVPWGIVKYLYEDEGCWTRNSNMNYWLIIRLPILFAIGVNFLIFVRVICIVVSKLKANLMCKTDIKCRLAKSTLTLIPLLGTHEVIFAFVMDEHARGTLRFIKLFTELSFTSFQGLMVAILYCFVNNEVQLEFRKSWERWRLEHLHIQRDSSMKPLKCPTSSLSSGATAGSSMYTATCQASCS
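Cells are plated, allowed 12 hours at 37 deg C, then treated with compounds for 24 hr before luciferase detection reagent is added and luminescence is read after 12 min at room temperature. The HEK293 line carries constitutively active GLP-1R with a cAMP-responsive reporter.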
aSyn rescue: rescues yeast growth from alpha-synuclein toxicity; Yeast expressing alpha-synuclein, growth rescue, BacTiter-Glo, 24 h; Potency, µM (titrated, usually from 46.1 µM), without a hit: at the highest dose growth rescue (activation), most hits filed as activators; 370,000 compounds, 0.14% hits; further: potency means the concentration at half of the fitted maximal effect; % of control where 0% means no effect; nearly all actives have a fitted effect of over 65% in size
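Screening used galactose-induced yeast with toxic alpha-synuclein levels, exposed to compound for 24 hr at 30 deg C. Cell growth, read with BacTiter-Glo luminescence, gave the measured signal.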
Akt phos inh: Akt phosphorylation inhibition | Neuro2A IGF-stimulated pAkt S473 HTRF, 20 min; active compounds read low | 360,000 compounds, 0.32% hits | activity change, % for hits at 50 µM; in the data active means activity change below about -80%; inconclusive means mostly about -51% to -80%; further: on the % scale 0 is the no-effect control and ±100 the full control effect
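Neuro2A cells in DMEM with 0.5% FBS, overnight at 37 deg C, given compound at single 50 µM final, then IGF (6 nM final) for 20 min at 37 deg C. Lysed; phospho-Akt Ser473 by HTRF after 24 h, 665/615 ratio.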
MmCpn inh: blocks the Methanococcus maripaludis chaperonin Mm-Cpn; purified Mm-Cpn ATPase, ADP Transcreener TR-FRET; Potency, µM (titrated, usually from 76.9 µM), for inactives: at the highest dose activity, negative = inhibition, most hits filed as inhibitors; 330,000 compounds, 0.031% hits; further: potency means the concentration at half of the fitted maximal effect; on the % scale 0 is the no-effect control and ±100 the full control effect; nearly all actives have a fitted effect of over 80% in size
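Quantitative HTS used 25 nM Mm-CPN and 10 uM ATP in magnesium/KCl Tris buffer, pH 7.4, with 1 mM DTT. Hydrolysis ran 30 min at 37°C; ADP was read by HTRF.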
TDP43 rescue: TDP-43 toxicity inhibition in yeast | TDP-43 expressing yeast growth rescue, BacTiter-Glo, 24 h | Potency, µM (top dose mostly 46.1 µM), without a hit: top-dose growth rescue (activation), most hits filed as activators | 410,000 compounds, 1.8% hits; further: potency means the concentration at half of the fitted maximal effect; % of control where 0% means no effect; nearly all actives have a fitted effect of over 50% in size
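Yeast expressing TDP-43 (pregrown in raffinose, seeded at OD600=0.02 in galactose medium) exposed to compounds 24 hr at 30 deg C. Growth read by BacTiter-Glo luminescence; rescue of toxicity appears as increased signal.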
The depositor's hits bear a star; i = inactive; u = inconclusive; x = not tested or not shown; & = joins results of further samples; [ ] = another dose, or the depositor's remark. Unless noted, the call rests on the fitted dose curve; in most records, active means well fitted curve in the direction sought with a large enough effect; inconclusive means small, poorly fitted or top-dose-only effect, or another doubt; inactive means no such curve, though single readings can be large; an effect the other way counts as inactive or inconclusive. Some of the compounds tested (hit frequency here may not be typical).

Start of the data: the first 11 records, ahead of the listing:
SMILES	GLP1R cytotox	PTHR1 agonist	Abeta yeast res	FUS suppressor	GLP-1R inv ag	aSyn rescue	Akt phos inh	MmCpn inh	TDP43 rescue
CCCNC(=O)c1cnn2c(C)c(Cc3c(C)cc(C)cc3C)c(C)nc12	7%	-53%[inhibitor]	-1%	19%	-18%	x	x	x	22%
O=C1CC(c2ccccc2)CN1 (stereo unspecified)	-2%	-2%	5%	-30%	-2%	5%	i	1%	10%
C[C@]12CCC(=O)C=C1C=CC1C2CC[C@@]2(C)C1CC[C@@H]2O (stereo partly specified)	-1%	-18%	-16%	-13%	57%[activator]	7%	i	x	4%
O=[N+]([O-])c1ccccc1CCl	-5%	i	-53%[inhibitor]	-14%	-10%	7%	i	1%	16%
CC1(C)CC(=O)CC(C)(C)N1O	9%	i	4%	-13%	3%	-7%	i	x	8%
CCCCP(=O)(O)c1ccccc1	4%	-40%[57.5 µM]	-16%	17%	5%	-11%	i	-3%	23%
O=C(NCCc1ccccc1)[C@@H]1CC=C[C@@H]2CCN(Cc3ccc(Cl)c(Cl)c3)C(=O)[C@@H]21	-6%	i	18%	41%	u	u	i	x	u
CCC1(c2ccc(-c3ccccc3)cc2)C(=O)NC(=O)NC1=O	3%	i	-9%	-8%	3%	3%	i	1%	5%
FC(F)(F)C1=NC(C(F)(F)F)=NP(N2CCOCC2)(N2CCOCC2)=N1	4%	i	9%	6%	-3%	-6%	i	1%	10%
CC1CN(c2nc(-c3ccc(Br)cc3)nnc2-c2ccccc2)CC(C)N1 (stereo unspecified)	u	i	18%	14%	2.8µM*	3%	i	2%	4%
O=C(COC(=O)Cc1ccccc1)Nc1cccnc1Cl	-2%	i	-19%	-18%	16%	-4%	i	1%	7%

The list itself, from the first entry:
SMILES	GLP1R cytotox	PTHR1 agonist	Abeta yeast res	FUS suppressor	GLP-1R inv ag	aSyn rescue	Akt phos inh	MmCpn inh	TDP43 rescue
CCCNC(=O)c1cnn2c(C)c(Cc3c(C)cc(C)cc3C)c(C)nc12	7%	-53%[inhibitor]	-1%	19%	-18%	x	x	x	22%
O=C1CC(c2ccccc2)CN1 (stereo unspecified)	-2%	-2%	5%	-30%	-2%	5%	i	1%	10%
C[C@]12CCC(=O)C=C1C=CC1C2CC[C@@]2(C)C1CC[C@@H]2O (stereo partly specified)	-1%	-18%	-16%	-13%	57%[activator]	7%	i	x	4%
O=[N+]([O-])c1ccccc1CCl	-5%	i	-53%[inhibitor]	-14%	-10%	7%	i	1%	16%
CC1(C)CC(=O)CC(C)(C)N1O	9%	i	4%	-13%	3%	-7%	i	x	8%
CCCCP(=O)(O)c1ccccc1	4%	-40%[57.5 µM]	-16%	17%	5%	-11%	i	-3%	23%
O=C(NCCc1ccccc1)[C@@H]1CC=C[C@@H]2CCN(Cc3ccc(Cl)c(Cl)c3)C(=O)[C@@H]21	-6%	i	18%	41%	u	u	i	x	u
CCC1(c2ccc(-c3ccccc3)cc2)C(=O)NC(=O)NC1=O	3%	i	-9%	-8%	3%	3%	i	1%	5%
FC(F)(F)C1=NC(C(F)(F)F)=NP(N2CCOCC2)(N2CCOCC2)=N1	4%	i	9%	6%	-3%	-6%	i	1%	10%
CC1CN(c2nc(-c3ccc(Br)cc3)nnc2-c2ccccc2)CC(C)N1 (stereo unspecified)	u	i	18%	14%	2.8µM*	3%	i	2%	4%
O=C(COC(=O)Cc1ccccc1)Nc1cccnc1Cl	-2%	i	-19%	-18%	16%	-4%	i	1%	7%
CN1CCC(OC(=O)Cc2ccccc2)CC1	-6%	-3%	-13%	-37%	-7%	-7%	i	3%	-7%
CN1CCc2cc3c(cc2[C@H]1[C@@H]1OC(=O)c2c1ccc1c2OCO1)OCO3	-1%	-1%	-12%	-43%	-3%	2%	i	-1%	0%
COC(=O)C1=C(c2ccc(C(C)=O)cc2)C[C@@H]2CC[C@H]1N2C(=O)NC1CCCCC1	2%	i	-9%	-5%	12%	2%	i	0%	15%
Cc1c(C(=O)N2CCC3(CC2)OCCO3)oc2ccc(S(=O)(=O)N3CCCCC3)cc12	-7%	-4%	-3%	x	-14%	4%	i	u	4%
O=C(NC(c1ccc(-c2ccccc2)cc1)c1cnccn1)C1CCN(Cc2ccc(Oc3ccccc3)cc2)CC1 (stereo unspecified)	u	11%	-89%[inhibitor]	u	4µM*	-53%[inhibitor]	i	x	-4%
Cc1ncc([N+](=O)[O-])n1CCOC(N)=O	30%[activator]	-21%	-5%	-32%	6%	0%	i	-2%	-2%
Cc1cc(/C=C2\C(=O)NC(=O)N(c3cccc(Br)c3)C2=O)c(C)n1C	-9%	i	0%	x	2%	-1%	i	2%	3%
COc1cccc(NC(=O)CCc2nc(-c3ccc(C(C)(C)C)cc3)no2)c1	-6%	-14%	0%	11%	u	x	x	x	15%
O=C(N/N=C/c1ccco1)c1cc(-c2ccc3ccccc3c2)n[nH]1	u	-14%[57.5 µM]	-9%	22%	u	13%	i	2%	24%
O=[N+]([O-])c1ccc(S(=O)(=O)NN=C2CCCCC2)cc1	5%	-19%	17%	37%	27%	-2%	i	x	-34%[inhibitor]
O=C(Cn1c(=S)[nH]c2ccccc2c1=O)N1CCC2(CC1)OCCO2	-22%	i	-7%	-3%	0%	-14%	i	1%	-12%
CN(C)c1ccc(NC(=O)CN2C(=O)CN=C(c3ccccc3)c3ccccc32)cc1	-10%	u	19%	u	u	-3%	i	0%	-9%
Cc1cccc(-c2noc(-c3ccc4c(c3)OCO4)n2)c1	-7%[7.66 µM]	-39%[inhibitor]	8%	-2%	24%[7.66 µM]	-1%	i	2%	19%
CCP(=S)(CC)c1ccc(N(C)C)cc1	-6%	-6%	4%	5%	-11%	1%	i	-2%	23%

More records
SMILES	GLP1R cytotox	PTHR1 agonist	Abeta yeast res	FUS suppressor	GLP-1R inv ag	aSyn rescue	Akt phos inh	MmCpn inh	TDP43 rescue
O=C(Nc1nnc(SCc2ccccc2Cl)s1)C1COc2ccccc2O1 (stereo unspecified)	-11%	-34%	9%	1%	u	-8%	i	u	9%
COc1nc2ccccc2c(=O)n1-c1ccc(C)cc1	5%[1.53 µM]	-20%	-2%	13%	u	14%	i	-8%	8%
Cc1cc(OC(=O)c2ccco2)c2c3c(c(=O)oc2c1)CCCC3	16%	-41%[inhibitor]	-31%[inhibitor]	x	0%	-19%	i	-2%	-8%
Cc1cc(=O)oc2cc(OCC(=O)N3C[C@H]4C[C@@H](C3)c3cccc(=O)n3C4)ccc12	2%	-4%	-5%	10%	6%	-4%	i	1%	11%
O=C(CSC1c2ccccc2-c2ccccc21)N/N=C/c1ccc(C(=O)O)cc1	-9%	i	-15%	1%	3%	7%	i	0%	-11%
CC12CC[C@H]3[C@@H](CCC4(O)C[C@H](O)CCC34/C=N/NC(=O)Cc3ccccc3)C1(O)CCC2C1=CC(=O)OC1 (stereo partly specified)	-27%	i	5%	20%	27%	0%	i	-1%[15.4 µM]	6%
O=C(c1ccc2c3c(cccc13)CC2)C1CCCN(Cc2ncc[nH]2)C1 (stereo unspecified)	-3%	-6%	-8%	21%	u	7%	i	0%	-10%
C=CCn1c(O)c(/C=N/NC(=O)CCCC)c(=O)[nH]c1=S	-1%	-4%	-11%	11%	1%	-5%	i	0%	-10%
COc1ccc(C(O)P(=O)(Oc2ccccc2)Oc2ccccc2)cc1 (stereo unspecified)	5%	-7%	-13%	-7%	13%	0%	i	0%	u
Cc1c(CN2CCC(CO)(Cc3cccc(C(F)(F)F)c3)CC2)c2ccccc2n1C	u	i	-6%	x	4%	0%	i	0%	-7%
CCN(CC)C(=O)c1ccc(NC(=O)COc2ccc(-c3nn(C)c(=O)c4ccccc34)cc2)cc1	7%&-12%	-32%&-91%[inhibitor]	-2%&-35%	-5%&23%	141%&1%[activator]	3%	i	2%	-4%&10%
S=C1Nc2ccccc2Sc2ccccc21	u	-25%	4%	-9%	7%	21%	i	3%	u
O=C(CCn1nc(-c2ccc(Cl)cc2)ccc1=O)N1CCC2(CC1)OCCO2	-10%	i	-2%	5%	16%	0%	i	0%	3%
CCN1C(=O)C(=C/C=C/c2ccco2)C(=O)N(CC)C1=S	-13%	-12%	24%	24%	0%	5%	i	-4%	-6%[0.397 µM]
COc1ccc(-n2c(O)c(/C=C/C=Nc3ccccc3)c(=O)[nH]c2=O)cc1	1%	i	7%	x	0%	3%	i	-12%	-2%
O=C(NCc1ccc2c(c1)CCN2C(=O)c1ccccc1)Nc1cccc(C(F)(F)F)c1	-23%	-76%[inhibitor]	-14%	-46%	4µM*	x	x	x	-32%[inhibitor]
COc1cc(C)c(CN2CC=C(c3ccc(F)cc3)CC2)cc1C	0%	-11%	-2%	9%	u	1%	i	3%	-8%
Cc1cccc(-n2c(C)nc3ccccc3c2=O)c1C	7%	i	9%	9%	-21%	1%	i	3%	6%[9.22 µM]
O=P(Nc1ccccc1Cl)(c1ccccc1)c1nc2c(s1)CCCC2 (stereo unspecified)	-12%	-5%	3%	-13%	-5%	x	x	3%	-14%
